# sEH inhibitor – inhibitors of human soluble epoxide hydrolase. P34913. recombinant human sEH enzymatic activity assay. inhibition, % at 2 µM. 0.34% of 91,000 active; in the data active = inhibition above about 80%; also: values of inactives mirror those of a sister screen read the other way; many of its hits are not listed in these tables
# PostGolgi yeast – growth inhibition of a yeast mutant, post-Golgi transport screen; post-Golgi transport phenotypic cell assay; 0.9% of 98,000 active; inhibition, % at 10 µM;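 also: yeast cells grown in 1536-well plates; yeast grown about 18 h at 30C before absorbance read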
# PostGolgi ctrl – yeast control strain growth, post-Golgi counter-screen | 5% of 98,000 active | efflux-deficient yeast background strain, growth absorbance A615, 16 h | inhibition, % at 10 µM
# PLAP activator – activators of human placental alkaline phosphatase; P05187; purified PLAP enzyme, luminescent substrate read-out; hits give high values; activation fold at 20 µM; 1.2% of 96,000 active; AID 696; in the data active = activation fold above about 2
# Target sequence (P05187 whole entry, looked up): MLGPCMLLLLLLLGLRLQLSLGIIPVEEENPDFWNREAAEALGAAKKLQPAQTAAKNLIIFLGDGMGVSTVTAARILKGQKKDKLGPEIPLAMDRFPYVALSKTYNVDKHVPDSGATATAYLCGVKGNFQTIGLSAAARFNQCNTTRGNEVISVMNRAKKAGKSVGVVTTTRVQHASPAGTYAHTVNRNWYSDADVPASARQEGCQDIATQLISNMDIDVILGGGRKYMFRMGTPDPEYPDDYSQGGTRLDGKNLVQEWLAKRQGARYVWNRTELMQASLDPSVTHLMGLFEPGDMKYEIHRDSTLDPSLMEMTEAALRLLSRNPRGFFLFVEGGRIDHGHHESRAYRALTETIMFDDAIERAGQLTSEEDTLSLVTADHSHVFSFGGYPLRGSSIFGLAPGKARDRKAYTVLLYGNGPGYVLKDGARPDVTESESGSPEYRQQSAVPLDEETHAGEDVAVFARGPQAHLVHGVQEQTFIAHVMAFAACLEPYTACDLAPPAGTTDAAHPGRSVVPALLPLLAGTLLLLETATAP
# Ecoli WT expand – blocks growth of wild type E. coli BW25113 | OD600 absorbance | growth inhibition, % at 100 µM | 0.15% of 98,000 active | AID 710;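 active = growth inhibition above about 50% at one test dose, limit read from the data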;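 also: growth measured after 20 h incubation at 37 °C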
# sEH activator – increases human soluble epoxide hydrolase activity. purified human sEH enzymatic activity, activator screen. activation, % at 2 µM. AID 717. 0.04% of 91,000 active. P34913; in the data active = activation above about 37%; also: values of inactives mirror those of a sister screen read the other way
# S1P2 agonist – activates the human S1P2 receptor; activation, % at 4.5 µM; S1P2-expressing cell line, agonist reporter read-out; 0.46% of 97,000 active; AID 729; O95136; in the data active = activation above about 16%;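 also: 0% = vehicle low control and 100% = maximal reference agonist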
# Target sequence (O95136 whole entry, looked up): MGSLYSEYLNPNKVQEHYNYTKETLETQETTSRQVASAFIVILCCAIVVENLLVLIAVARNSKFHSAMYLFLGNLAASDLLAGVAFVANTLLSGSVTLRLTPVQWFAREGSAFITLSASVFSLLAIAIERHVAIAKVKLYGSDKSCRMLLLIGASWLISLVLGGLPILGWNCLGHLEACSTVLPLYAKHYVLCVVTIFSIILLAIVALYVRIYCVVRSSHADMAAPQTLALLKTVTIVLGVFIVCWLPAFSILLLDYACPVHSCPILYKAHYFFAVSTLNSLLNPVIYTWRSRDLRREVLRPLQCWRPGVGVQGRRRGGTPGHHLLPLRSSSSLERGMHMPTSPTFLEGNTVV
# CD11b adhes inh – CD11b/CD18-fibrinogen binding inhibition; K562 CD11b/CD18 adhesion to fibrinogen, ATPlite luminescence; Mn2+ added to activate the integrin; AID 1497; P05107+P11215; 0.54% of 93,000 active; inhibition, % at 10 µM;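 active = primary inhibition of 50% or more at 10 µM, then 40% or more on retest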; also: some results filed as inactive read as strong as hits
# S1P2 blocker – S1P2 (human) receptor antagonism. 0.21% of 97,000 active. cell-based S1P2 antagonist assay, inhibition at 5 uM. AID 736. inhibition, % at 5 µM; in the data active = inhibition above about 45%;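 also: CRE beta-lactamase reporter cells expressing human S1P2 stimulated with S1P; 0% = agonist at EC80 alone and 100% = agonist plus reference antagonist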
# * marks the source's active call; other numbers are inactive results; · = no result given. Rule as the data show it, unless noted: active = inhibition above about 30%; inactive = the rest. Rows are unselected. Share with any hit: about 7.1%.
SMILES,sEH inhibitor,PLAP activator,PostGolgi ctrl,PostGolgi yeast,sEH activator,S1P2 agonist,S1P2 blocker,CD11b adhes inh,Ecoli WT expand
COc1ccc2[nH]c(=O)c(CN(C(=O)c3ccncc3)C(C)(C)C)cc2c1,·,1.1,0,0,·,-8,2,-1,-10
CC1CCN(C(=O)Nc2cccc(NC(=O)N3CCC(C)CC3)c2)CC1,14,0.9,30*,-2,-15,-5,-12,12,-4
CCc1cc2cc(C(=O)Nc3ccc(C)cc3)sc2s1,10,·,·,·,-9,-1,9,·,·
COc1ccc(NC(=O)c2cn(-c3ccccc3)nc2-c2cc3ccccc3o2)cc1,3,1,23,7,-2,-4,22,·,-16
CC(CCc1ccccc1)NC(=O)C1CCN(S(=O)(=O)N2CCCCC2)CC1 (stereo not drawn),·,1,-2,13,·,-1,13,-1,-5
O=C(CSc1nc2ccccc2n1CC(=O)N1CCOCC1)N1CCCC1,-8,·,·,·,8,-4,-13,·,·
Cc1cccc(Nc2nc(NCc3ccco3)nc(N3CCOCC3)n2)c1,2,1.2,1,3,-2,-5,0,5,-13
COCc1nnc(NC(=O)CCCCCN2C(=O)c3ccccc3C2=O)s1,0,1,0,5,-1,-5,10,-19,0
O=c1c2c3c(sc2n2cnnc2n1Cc1ccccc1)CN(Cc1ccccc1)CC3,2,1.6,·,·,-3,-4,-3,-14,·
Nc1cc(-c2ccccc2)nn1S(=O)(=O)c1ccc(Br)cc1,1,1,22,-1,-2,-6,-8,1,-5
CCN(CC)c1ccc(NC(=O)c2cc(Cl)ccc2OC)cc1,-1,1,-2,-3,0,-6,1,-20,-18
CCC1CCCCN1S(=O)(=O)c1ccc(C(=O)Nc2nnc(-c3cccs3)o2)cc1 (stereo not drawn),11,·,2,20,-12,-5,6,·,8
O=C(CN1CCN(C(=O)c2cccs2)CC1)NC1CCCCC1,27,1.5,4,6,-26,-8,14,-10,-6
CC(=O)Nc1ccc(S(=O)(=O)N2CCN(C3CCCCCCC3)CC2)cc1,·,1.6,26,-7,·,-10,5,19,-1
Cc1nc(NCCc2ccc(S(N)(=O)=O)cc2)c2c3c(sc2n1)CCC3,13,0.9,2,-4,-15,-7,-1,4,-1

# Overlap with the part before: two entries, followed by the next part.
SMILES,sEH inhibitor,PLAP activator,PostGolgi ctrl,PostGolgi yeast,sEH activator,S1P2 agonist,S1P2 blocker,CD11b adhes inh,Ecoli WT expand
CC(=O)Nc1ccc(S(=O)(=O)N2CCN(C3CCCCCCC3)CC2)cc1,·,1.6,26,-7,·,-10,5,19,-1
Cc1nc(NCCc2ccc(S(N)(=O)=O)cc2)c2c3c(sc2n1)CCC3,13,0.9,2,-4,-15,-7,-1,4,-1
C=CCn1c(Cc2c(C)[nH]c3ccccc23)nnc1SCC(=O)NCc1ccc(F)cc1,2,·,·,·,1,-5,11,·,·
CCOC(=O)C(Cc1cc(C(C)=O)ccc1OC(C)C)C(=O)OCC,-11,1.3,0,2,12,-5,13,0,6
O=c1cc(C(F)(F)F)nc(-c2ccccc2)[nH]1,-2,1,18,10,1,-3,13,-7,-14
COC(=O)c1ccc(NC(=O)CSc2nc3ccccc3c(=O)[nH]2)cc1,0,1.5,0,-3,2,-7,9,6,-14
CC(NC(=O)OCc1ccccc1)C(=O)N1CC(O)CC1C(=O)O (stereo not drawn),7,1.1,12,-6,-2,-4,0,33,-5
COc1cccc(-c2nnc(SCC(=O)Nc3ccc(S(N)(=O)=O)cc3)n2C)c1,·,1.4,11,-5,·,-6,2,-15,-10
CCOC(=O)N1CCN(C(=O)CN(c2ccc(OCc3ccccc3)cc2)S(C)(=O)=O)CC1,-19,1.4,-5,-1,13,-1,0,1,1
Cc1c(C(=O)NCc2ccccc2)cnn1-c1ccccc1,2,1,9,-2,1,-3,8,3,-6
CCOC(=O)c1c(-c2ccc(C)cc2)csc1NC(=O)C1CC=CCC1C(=O)O (stereo not drawn),1,0.9,3,-12,-1,-7,10,·,-5
CC(=O)NC(C)c1nc2ccccc2n1Cc1ccccc1F (stereo not drawn),0,·,·,·,-2,-2,14,·,·
CN(C)CCCNCC(=O)Nc1ccccc1N1CCOCC1,0,1,-2,1,1,-4,-2,-7,-4
CCn1c(=O)c(C(=O)Nc2ccccc2C)c(O)c2ccccc21,-8,·,·,·,8,-3,1,·,·
O=C(O)c1cccc(-n2cccc2/C=N/O)c1,10,1,0,7,-7,-6,6,-13,-1
CS(=O)(=O)Nc1ccc(C(=O)NCc2ccco2)cc1,8,1.1,15,-7,-3,-4,-4,0,10
COc1ccc(NC(=O)N(Cc2cc3cc(OC)ccc3[nH]c2=O)CC2CCCO2)cc1 (stereo not drawn),-18,1.6,36*,0,17,1,5,1,3

# More entries follow:
SMILES,sEH inhibitor,PLAP activator,PostGolgi ctrl,PostGolgi yeast,sEH activator,S1P2 agonist,S1P2 blocker,CD11b adhes inh,Ecoli WT expand
O=C(c1ccc(Cl)cc1Cl)N1CCC(c2nc3c(nnn3Cc3ccco3)c(=O)[nH]2)CC1,2,1.3,-10,30*,-3,-3,11,-8,-2
O=C(CN(C(=O)CNS(=O)(=O)c1ccccc1)c1ccc2c(c1)OCCO2)NCc1ccco1,·,1,4,-23,·,-4,-9,5,-7
COc1ccc2c(c1OC)C(=O)N1c3ccccc3C(=O)N(c3ccccc3)C21 (stereo not drawn),-4,0.8,7,3,7,3,26,-51,0
Cn1c(Sc2ccccc2Cl)c(C=O)c2ccccc21,-1,1.1,13,5,-1,-5,7,16,-8
COC(=O)c1ccc(COC(=O)c2ccc(N(C)C)cc2)cc1,8,1.1,4,-4,-8,-6,1,15,-7
Cc1[nH]nc2c1/C(=N\O)CC(C)(C)C2,7,0.9,39*,-2,-6,-7,31,4,8
N#C/C(C(=O)N1CCOCC1)=C1/SC(Cc2ccccc2)C(=O)N1c1ccccc1 (stereo not drawn),·,1.4,-1,6,·,-6,7,-8,3
Cc1nnc(C)n1/N=C/c1ccc(C(C)C)cc1,15,1.1,8,-5,-15,-2,20,7,-2
Cc1cc2c(cc1C)NC1(C(=O)Nc3ccccc31)C1=C(CC(C)(C)CC1=O)N2 (stereo not drawn),1,1.4,8,18,-1,0,11,-4,-1
O=C(C1CCCN(Cc2ccncc2)C1)N1CCc2ccccc2C1 (stereo not drawn),·,1,-4,1,·,-5,13,-3,8
COc1ccc(NC(=O)C2CCCN(S(=O)(=O)c3c(C)[nH]c(=O)[nH]c3=O)C2)cc1 (stereo not drawn),56,1,-4,3,-57,-9,-21,·,5
Cn1c(C(=O)N2CCN(Cc3ccccc3)CC2)cc2c(=O)n(C)c3ccccc3c21,·,1.5,25,-2,·,-1,-5,8,5
Cn1cccc1/C=N/n1c(-c2ccc(Cl)cc2)n[nH]c1=S,-12,1.7,19,-9,11,-3,2,-7,-10
COc1ccc(Cl)cc1NC(=O)C(C)Sc1nncn1C (stereo not drawn),-1,1.1,11,-4,2,-9,-2,-3,3
Cc1c(C(=O)Nc2ccc(Oc3ccccc3)cc2)sc2nc3n(c(=O)c12)CCC3,15,1.1,31*,15,-15,-9,8,47,-17

# (more compounds)
SMILES,sEH inhibitor,PLAP activator,PostGolgi ctrl,PostGolgi yeast,sEH activator,S1P2 agonist,S1P2 blocker,CD11b adhes inh,Ecoli WT expand
Clc1ccc(SCCn2ccnc2)cc1,·,0.7,-3,3,·,·,·,-9,-3
COc1cccc(Oc2nc3ncn(Cc4ccccc4)c3c(=O)n2C)c1,3,0.9,5,-3,-1,-3,-1,-13,-7
O=C(OCC(=O)N1CCN(C(=O)c2ccco2)CC1)c1cn(-c2ccccc2)nc1-c1ccccc1,10,1.6,101*,48*,-8,-12,11,1,-5
O=C(OCc1ccc(Cl)cc1Cl)c1cccnc1Cl,-2,1.2,5,5,4,-3,9,·,6
Cc1cc(C)cc(C(=O)N2CCC(C(N)=O)CC2)c1,6,1,-2,12,-8,-1,-5,-20,3
CCOC(=O)c1cnn2c(C)cc(-c3ccccc3)nc12,-8,1.5,26,-4,10,-6,-6,-30,-4
CCOC(=O)N1CCC(Nc2c(NCCN3CCN(Cc4ccccc4)CC3)c(=O)c2=O)CC1,27,1.4,11,21,-27,-6,4,-5,0
CSc1ncc(C(=O)O)c(C)n1,16,0.8,3,-5,-15,-4,16,·,0
S=C(NCC1CCCO1)n1nnc2ccccc21 (stereo not drawn),·,1.2,·,·,·,-1,-12,16,·
CCN(CC)C1CCCCC1NS(=O)(=O)c1ccc(Cl)cc1 (stereo not drawn),8,1.2,-8,-3,-9,-2,-9,9,6
Clc1ccc(-c2nc3cnccn3c2Nc2ccc3c(c2)OCO3)cc1,9,0.9,38*,-3,-7,5,-21,1,6
CCCCN1C2=C(C(=O)CC(C)(C)C2)C(c2ccccc2)C2=C1c1ccccc1C2=O (stereo not drawn),-5,1.1,-4,5,4,-5,1,4,-4
Cn1nc(C(F)(F)F)c(C(=O)Nc2cccc(C(F)(F)F)c2)c1SCc1ccc(Cl)cc1,·,0.9,9,6,·,-4,6,·,-7
CSc1nc(NC(C)=O)nc(C)c1Cl,3,0.9,2,-3,0,-5,-6,3,6
C/C(=C\c1ccccc1)C(=O)NC1CCSC1=O (stereo not drawn),-4,0.9,6,-2,5,-6,17,·,-4

# (cont.)
SMILES,sEH inhibitor,PLAP activator,PostGolgi ctrl,PostGolgi yeast,sEH activator,S1P2 agonist,S1P2 blocker,CD11b adhes inh,Ecoli WT expand
CCc1ccc2c(c1)C1(NN=C(c3cccc4ccccc34)S1)C(=O)N2 (stereo not drawn),-1,·,·,·,2,-7,27,·,·
CCn1c(C2CC(=O)N(Cc3ccccc3)C2)nc2ccccc21 (stereo not drawn),22,1,7,0,-19,-1,-14,-43,2
CCCc1nc2c(nnn2Cc2ccccc2)c(=O)[nH]1,14,1.1,7,22,-13,-3,-7,-12,2
Cc1cccc2cc(C#N)c(N3CCCC3)nc12,-2,1.1,7,0,-1,-7,10,-7,-4
COc1ccc(NC(=O)CC2C(=O)N(c3ccc(OC)cc3)C(=O)N2C(C)C)cc1 (stereo not drawn),3,1.2,-2,-2,-4,-1,7,4,-2
Cc1cc(NC(=O)CSc2nc3c(c(=O)n2CCc2ccccc2)SC(C)C3)no1 (stereo not drawn),·,1,-3,12,·,·,·,-5,-8
O=C1N2c3ccccc3CCc3cccc(c32)C1(O)C(F)(F)F (stereo not drawn),5,1.1,50*,1,-3,-10,3,-20,6
O=C(Cn1cnc2c(cnn2-c2ccccc2)c1=O)NCCc1ccccc1,-6,·,-2,10,2,-3,4,·,-7
CCCc1nnc(SCC(=O)N2CCCC2)n1CC1CCCO1 (stereo not drawn),-2,1,6,-2,0,-1,3,-9,3
Cc1ccc(-c2ccc(=O)n(CC(=O)N3CCN(c4cc(Cl)ccc4C)CC3)n2)cc1,11,1.1,47*,17,-12,-9,-8,17,-3
O=C(NC1CCCCCC1)c1ccc(N2CCCC2=O)cc1,·,0.8,5,1,·,-3,3,1,3
CCn1c(COc2ccccc2)nc2ccccc21,6,·,·,·,-3,-3,1,·,·
CC/C(O)=N\S(=O)(=O)c1ccc(N=NN(C)C)cc1,-17,·,·,·,17,-2,-15,·,·
CC(Sc1nnnn1C)C(=O)Nc1ccccc1-c1ccccc1 (stereo not drawn),·,0.9,-9,-3,·,·,·,-1,-1
O=S(=O)(NCCc1ccccc1)c1ccccc1,10,·,·,·,-8,-1,-8,·,·

# As entered above:
# Value for O=S(=O)(NCCc1ccccc1)c1ccccc1 under S1P2 agonist: -1
# Value for CCn1c(C2CC(=O)N(Cc3ccccc3)C2)nc2ccccc21 (stereo not drawn) under S1P2 agonist: -1
# Value for CC/C(O)=N\S(=O)(=O)c1ccc(N=NN(C)C)cc1 under sEH activator: 17
# Value for CCCc1nnc(SCC(=O)N2CCCC2)n1CC1CCCO1 (stereo not drawn) under PLAP activator: 1
# Value for CCn1c(COc2ccccc2)nc2ccccc21 under sEH activator: -3

# (list continues)
SMILES,sEH inhibitor,PLAP activator,PostGolgi ctrl,PostGolgi yeast,sEH activator,S1P2 agonist,S1P2 blocker,CD11b adhes inh,Ecoli WT expand
Cn1cccc1C(=O)NC(=O)COC(=O)Cc1coc2ccc3ccccc3c12,-4,1.3,33*,10,5,-8,9,27,-5
CCn1ncc(/C=N\NC(=O)c2ccc3c(c2)c(C)c(C)n3Cc2ccccc2)c1C,-17,11,17,23,18,0,-20,19,-9
CCOCCCNc1nc2c(C)cccn2c(=O)c1/C=C1\SC(=S)N(CC(C)C)C1=O,10,1,-2,-8,-6,-4,-9,3,-36
Cc1c(N=C/C=C2\N(C)c3ccccc3C2(C)C)c(=O)n(-c2ccccc2)n1C,-10,1,4,-1,6,-7,21,-3,-7
COCCCn1c(SCc2ccccc2)nc2cc(OC)c(OC)cc2c1=N,-14,1.4,30,-5,13,6,-5,·,2
